# PLCb3 inh: blocks human PLC-beta3 enzyme activity; inhibition, % at 12.2 µM; hit rate 0.18% among 370,000; Q01970; Purified PLC-beta3, fluorogenic substrate, fluorescence; in the data active = inhibition above about 11%;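 also: 0% = median of compound wells on plate and 100% = full blocker control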
# ARFGAP1 inhibitor: inhibits rat ARF GTPase activating protein 1. Q62848. hit rate 0.26% among 360,000. AID 651572. inhibition, % at 16.5 µM. Arfgap1-stimulated ARF1 GTP hydrolysis, GDP FP detection;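 active = inhibition above a per-plate limit, mean inhibition of low control wells plus 3 SD, cut at about 25% in these data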;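 also: 0% = DMSO wells with enzyme and 100% = wells lacking Arfgap1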
# Target sequence (Q62848 1-136 limits assumed): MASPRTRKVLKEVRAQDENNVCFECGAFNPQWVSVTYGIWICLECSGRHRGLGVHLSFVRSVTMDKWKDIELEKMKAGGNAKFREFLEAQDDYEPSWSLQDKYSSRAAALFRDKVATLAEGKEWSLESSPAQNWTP
#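 system = rat Arfgap1 catalytic domain, aa 1-136 | technique = FP, GDP Alexa 633 tracer displaced from anti-GDP antibody, 620/688 nm | compound = one concentration, 16.5 µM, DMSO 1.26% | medium = HEPES-based buffer, pH 7.5 | timing = compound-enzyme preincubation 20 min, reaction 120 min, detection 60 min, 25 °C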
# Tn6 DDE FP: DD(E)-Tn6 binding inhibition, primary FP screen | Fibrin DD(E) TRITC-Tn6 fluorescence polarization displacement | inhibition, % at 8.3 µM | P02675 | hit rate 0.21% among 370,000;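 active = inhibition above a per-campaign cutoff: mean of compounds within control limits plus 3 SD, cut at about 15% in these data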;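 also: 0% = median of all compound wells on the plate and 100% = blocking peptide control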
# DDE Tn7 FP inh: disrupts Tn7 cyclic peptide binding to fibrin D-Dimer-E complex | inhibition, % at 8.3 µM | P02675 | FP displacement of FITC-Tn7 peptide from fibrin DD(E); 0% = median of compound wells per plate | hit rate 0.13% among 370,000;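 active = inhibition above the mean of compounds falling within the control limits plus 3 SD of them, cut at about 14% in these data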;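 also: 0% = plate median of compound wells and 100% = 10 µM Aha-Tn7 peptide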
#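 assay system = human clot-derived fibrin DD(E) complex | quantity = Fibrin-DD(E) at 2 µM final | timing = 10 min preincubation, 3 h with tracer, room temperature | signal = fluorescence polarization | measure = percent inhibition | benchmarks = high control wells with 10 µM unlabelled Aha-Tn7 peptide (full inhibition) | replicates = singlicate testing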
# MBD2 inh: blocks human MBD2 binding to methylated DNA. hit rate 0.31% among 370,000. inhibition, % at 4.4 µM. AID 686964. TR-FRET, MBD2 binding to methylated oligonucleotide. Q9UBB5; in the data active = inhibition above about 13%
# ADAM17 inh: ADAM17 inhibition, QFRET primary screen | AID 720648 | hit rate 0.83% among 370,000 | inhibition, % at 6.95 µM | recombinant ADAM17, EDANS/DABCYL FRET peptide cleavage | P78536;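 active = inhibition above the mean of compounds lying between control limits plus 3 SD, set per campaign, cut at about 8.5% in these data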;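 also: 0% = DMSO-only wells as the low control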
# KLK7 zymogen act: activates the human kallikrein-7 zymogen; P49862; purified proKLK7, EDANS-DABCYL substrate fluorescence; 100% is mature enzyme control, 0% vehicle; hit rate 0.9% among 370,000; activation, % at 7 µM; AID 652039;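 active = activation above the mean of all tested compounds plus 3 SD, computed per campaign excluding outliers beyond control limits, cut at about 13% in these data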
# Target sequence (P49862 whole entry, looked up): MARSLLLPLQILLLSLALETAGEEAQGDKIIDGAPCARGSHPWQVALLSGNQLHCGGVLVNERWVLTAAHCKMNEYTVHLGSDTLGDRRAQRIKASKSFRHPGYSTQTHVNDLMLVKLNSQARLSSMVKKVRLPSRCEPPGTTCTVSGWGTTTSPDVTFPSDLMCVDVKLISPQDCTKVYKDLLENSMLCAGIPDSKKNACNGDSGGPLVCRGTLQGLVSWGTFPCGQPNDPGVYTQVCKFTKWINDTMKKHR
# ASAP1 GAP inh: ASAP1 ArfGAP inhibition; hit rate 0.19% among 360,000; ASAP1-stimulated ARF1 GTP hydrolysis, GDP FP detection; AID 624377; inhibition, % at 16.5 µM; in the data active = inhibition above about 25%;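 also: 0% = vehicle with enzyme and substrate and 100% = no enzyme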
# Target sequence (Q9ULH1 325-724 limits assumed): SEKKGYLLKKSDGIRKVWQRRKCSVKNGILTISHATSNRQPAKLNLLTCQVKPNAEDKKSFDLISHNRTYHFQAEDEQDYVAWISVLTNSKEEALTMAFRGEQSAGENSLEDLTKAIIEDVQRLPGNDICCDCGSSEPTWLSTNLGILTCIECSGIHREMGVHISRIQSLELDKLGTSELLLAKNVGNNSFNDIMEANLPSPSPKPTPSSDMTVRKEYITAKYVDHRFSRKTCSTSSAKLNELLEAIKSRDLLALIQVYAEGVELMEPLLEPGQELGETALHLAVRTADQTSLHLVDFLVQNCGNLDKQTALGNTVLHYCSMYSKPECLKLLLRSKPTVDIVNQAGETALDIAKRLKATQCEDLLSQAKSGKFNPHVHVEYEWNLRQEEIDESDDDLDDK
# UHRF1 binding: blocks human UHRF1 binding to methylated DNA | AID 687016 | Q96T88 | hit rate 0.75% among 370,000 | inhibition, % at 4.4 µM | UHRF1 binding to methylated oligo, TR-FRET; in the data active = inhibition above about 21%;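 also: UHRF1 SRA domain binding a hemimethylated CpG hairpin DNA probe; 0% = median of test compound wells and 100% = reference inhibitor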
# PLCg1 inh: blocks human PLC-gamma1 enzyme activity | P19174 | purified PLC-gamma1, fluorogenic substrate, fluorescence | inhibition, % at 12.2 µM | hit rate 0.84% among 370,000; in the data active = inhibition above about 9.5%
# An asterisk follows results filed as active; · = no result given.
SMILES,PLCb3 inh,ARFGAP1 inhibitor,Tn6 DDE FP,DDE Tn7 FP inh,MBD2 inh,ADAM17 inh,KLK7 zymogen act,ASAP1 GAP inh,UHRF1 binding,PLCg1 inh
CCn1cc(C(=O)NCCCN2CCCC2)c(=O)c2cc(S(=O)(=O)N3CCc4ccccc4C3)ccc21,-11.3,-4.5,5.9,-1.7,0.6,-1.3,0.0,-4.5,1.8,-4.0
CC(C)(C)n1nnnc1C(c1cccnc1)N(Cc1ccccc1)Cc1cccs1 (configuration not stated),-1.0,-4.4,-2.6,0.0,1.3,1.3,0.3,-9.5,-0.3,-0.6
Clc1ccc(-c2nc3ncccn3c2Nc2ccc3c(c2)OCCO3)cc1,-3.1,-9.5,-8.5,-0.1,-0.7,-2.4,0.9,2.3,-0.7,-2.2
S=C(Nc1ccccc1)Nn1cnnc1,3.2,-3.9,-3.2,-2.4,-2.8,3.8,-0.3,2.7,-0.5,4.2
O=C(NCc1cccnc1)c1ccc(CN2CCc3ccccc3C2)cc1,-2.3,9.8,3.1,-0.4,0.8,-3.1,0.6,2.1,-0.2,-1.8
CCOC(=O)c1sc(NC(=O)CN2CC(C)OC(C)C2)nc1C (configuration not stated),-8.7,4.7,4.8,7.9,-2.0,-0.2,-0.5,1.1,4.7,-0.5
CCn1c(C)cc(/C=C2/NC(=O)N(Cc3ccccc3F)C2=O)c1C,-45.7,3.4,2.0,-3.1,-3.0,-9.7,-0.3,-1.3,-4.1,-29.9
CC(NC(=S)NC(=O)c1cccs1)c1ccccc1 (configuration not stated),2.3,-3.4,-1.4,-1.3,3.6,0.7,-0.1,11.1,2.4,-0.3
CC(C)Nc1nc(NC(C)(C)C)nc(Oc2ccc(=O)n(C)n2)n1,-5.1,1.0,0.7,-0.1,0.4,-2.6,0.1,4.3,-1.5,-36.8
CC(=O)N1CCCc2cc(S(=O)(=O)CCC(=O)N3CCN(c4ccccc4)CC3)ccc21,0.2,8.2,0.0,2.0,-3.0,-1.7,-0.4,-0.1,0.2,-0.8
CCCc1nnc(NC(=O)CCC(=O)N2CCC(Cc3ccccc3)CC2)s1,-4.4,0.8,-4.8,-1.8,8.6,-2.6,0.0,-6.2,4.3,2.3
C=CCn1c(COc2ccccc2)nnc1SCC(=O)N/N=C/c1cc(Cl)ccc1O,-14.3,2.1,-3.0,4.9,4.2,-4.5,-0.5,-2.3,0.6,-8.7
COc1cc(F)ccc1-c1cc(C(=O)NCc2ccc(C(F)(F)F)cc2)[nH]n1,-3.3,-2.1,9.3,4.8,1.8,7.2,-0.1,-2.8,-1.0,-1.3
Cc1cccc(Nc2n[nH]c(=S)s2)c1C,1.2,6.1,3.9,-1.6,-3.0,0.7,-0.3,-7.4,-0.7,-0.3
O=C(COc1ccccc1Cl)Nc1cccnc1,-4.7,11.3,2.0,1.6,-4.8,-1.0,0.2,-15.1,3.1,3.0

# Two compounds from above, reduced to ADAM17 inh.
SMILES | ADAM17 inh
Clc1ccc(-c2nc3ncccn3c2Nc2ccc3c(c2)OCCO3)cc1 | -2.4
S=C(Nc1ccccc1)Nn1cnnc1 | 3.8

# (cont.)
SMILES,PLCb3 inh,ARFGAP1 inhibitor,Tn6 DDE FP,DDE Tn7 FP inh,MBD2 inh,ADAM17 inh,KLK7 zymogen act,ASAP1 GAP inh,UHRF1 binding,PLCg1 inh
O=C(CSc1nc(O)c(C2CCCCC2)c(=O)[nH]1)Nc1ccc(F)cc1,-7.2,-8.6,2.0,1.4,0.6,0.5,-0.2,-16.4,-0.5,-0.4
CC(OC(=O)c1ccc2c(=O)n3c(nc2c1)CCC3)C(=O)NC1CCCCC1C (configuration not stated),-21.6,0.7,5.9,-2.9,-8.7,-12.0,0.1,13.6,1.1,-12.3
CCn1c(SC)nnc1-c1sc2cc(Cl)ccc2c1Cl,-3.5,2.9,-0.1,9.7,7.5,-1.1,0.0,4.1,5.1,1.8
CN(C)CCCNC(=S)N(CCN(C)C)Cc1cc2cc3c(cc2[nH]c1=O)OCCO3,-54.1,-5.8,10.9,3.8,1.7,-74.9,4.5,-9.5,5.1,-44.9
CC(C)OC(=O)C1=C2SCC(=O)N2C(N)=C(C#N)C1,-10.9,14.6,-9.4,1.5,8.9,-10.5,0.3,1.1,1.2,-6.0
O=C(COc1ccc2ccc(=O)oc2c1)NCCCN1CCCC1=O,-11.1,-5.6,6.2,4.2,-7.2,-31.2,0.2,-2.4,-3.1,-2.5
CNC(=O)CN1C(=O)c2ccccc2S1(=O)=O,-6.3,-0.4,2.4,5.2,0.7,-3.1,-0.4,-9.2,-0.4,-2.2
COc1ccc(N2CCN(C(=O)c3ccc(COc4ccc5c(C)cc(=O)oc5c4)cc3)CC2)cc1,-7.9,1.5,-1.6,-5.6,4.0,-15.6,-1.2,-1.2,-4.1,-7.7
Cc1cc(=O)oc2cc(OC(C)C(=O)Nc3nccs3)ccc12 (configuration not stated),-0.8,0.5,6.1,-3.4,-2.9,-9.9,1.2,9.4,1.0,0.1
O=C(NCCCN1CCOCC1)c1ccc(Sc2ccccc2Cl)c([N+](=O)[O-])c1,2.7,8.5,0.0,0.9,1.6,-1.8,0.6,-2.5,-4.2,-0.1
CCN(CC)S(=O)(=O)c1cccc(C(=O)NNC(=O)C2=NN(c3ccccc3)C(=O)CC2)c1,1.8,-6.7,-1.0,1.1,0.2,1.5,-0.1,-0.4,-0.8,0.2
CCCCCCn1nc(C(=O)Nc2nc3c(s2)CCCC3)c2ccccc2c1=O,-1.8,-10.0,-9.6,5.6,-1.0,-1.8,0.3,5.0,2.7,-3.0
CC(C)(c1cc(Cl)c(O)c(CN2CCOCC2)c1)c1cc(Cl)c(O)c(CN2CCOCC2)c1,0.3,4.3,-1.6,-3.6,-4.7,3.1,-0.3,-14.2,-2.1,1.0
Cc1c(O)ccc(C(=O)CN2C(=O)c3ccccc3C2=O)c1O,-3.4,-0.2,1.8,9.4,3.4,-1.7,1.4,2.5,0.5,-2.8
O=C(COc1ccccc1)NCCSCc1ccccc1Cl,-4.2,11.6,3.4,-6.5,-5.0,1.2,-0.7,-3.6,-2.1,0.5
COCCN(C(=S)Nc1cc(C)cc(C)c1)C(C)c1ccco1 (configuration not stated),1.8,9.4,-2.7,4.7,6.7,-7.8,-0.8,2.8,3.2,6.9
O=C(CCCn1cncn1)N1CCCC(N2CCN(c3ccc(F)cc3)CC2)C1 (configuration not stated),-6.7,-8.4,3.3,4.9,-7.1,-5.0,-0.2,-11.1,-0.1,0.5
CC(NCc1cccs1)C(=O)NC1CCCCC1 (configuration not stated),0.6,4.2,1.5,-5.0,1.2,-0.7,-0.3,-5.9,3.3,4.1
CCc1nnc(NC(=O)c2sc3nc4cc(C)ccc4cc3c2N)s1,-58.5,-5.8,-2.5,4.7,-4.9,-12.1,0.8,-2.4,-3.3,-43.1
COCc1ccc2oc(C(=O)O)cc2c1,-0.4,2.1,-1.7,4.6,-1.1,1.2,-0.3,11.2,-1.4,1.3
C[n+]1ccn(CC(=O)c2ccc(Cl)cc2)c1,-0.4,2.1,-1.1,-1.8,8.8,-5.2,0.3,-1.5,0.3,-3.1
Cc1cc(C(=O)NC2=NCCS2)cs1,1.5,-3.1,4.4,0.5,7.1,-5.7,0.1,0.7,-3.0,-3.0
COc1ccc(N2CCN(C(=O)c3ccc(CNS(=O)(=O)c4cccc(OC)c4)cc3)CC2)cc1,-9.8,4.8,-0.8,-9.0,2.6,-1.8,0.7,8.2,-0.5,1.7
Cc1cccc(NC(=O)C2CCCC2)c1,0.1,8.4,-0.4,1.9,4.2,-5.7,0.5,-13.8,8.4,0.1
CCOC(=O)C1C(=O)N(C(=O)c2ccc(OC)cc2)CC1c1ccccc1 (configuration not stated),1.4,9.0,6.9,3.4,-0.1,-3.4,0.0,-10.7,-1.5,0.1
C=CCC(CC=C)(NC(=O)c1ccccc1C)c1ccccc1,9.9,-0.6,1.0,8.2,-4.6,3.9,-0.2,-2.6,4.7,4.2
Cc1cc(OCC(=O)Nc2cccc(S(=O)(=O)N3CCCC3)c2)ccc1Cl,-6.8,-2.4,-1.4,-0.3,1.3,8.1,0.2,-0.9,3.3,1.3
FC(F)(F)c1cccc(Cn2ccc3ccc(-c4ccc5ccn(Cc6ccccc6)c5c4)cc32)c1,-77.1,·,0.9,-4.5,0.5,-14.4,-1.2,·,0.3,-66.4
COc1ccc(CCNC(=O)CSc2nnc3ccc(-c4ccccn4)nn23)cc1OC,-9.2,0.9,-1.1,2.7,3.4,-1.7,0.0,-2.7,-6.0,-10.4
S=c1nc2ccccc2c2nc(-c3ccccc3Br)[nH]n12,-3.7,5.8,-6.6,3.9,-5.5,3.9,0.4,4.3,-10.8,0.9
CCOc1ccc(S(=O)(=O)NCCC(=O)NCCCSc2ccccc2)cc1,-10.0,14.4,3.3,5.6,3.6,0.1,-0.2,2.5,1.2,1.3
O=C(Nc1ccc(C(F)(F)F)cc1)c1ccccc1-n1cnnn1,-5.0,8.5,1.4,-6.4,-0.3,1.4,0.0,9.6,1.1,1.6
O=C(CCC(=O)N1CCOc2ccccc21)NCCCc1ccccc1,0.8,-7.3,4.9,-3.4,1.9,-4.9,0.0,-3.1,0.5,2.7
CC(=O)N1CCC(N(C(=O)Nc2c(F)cccc2F)C(C)C)CC1,7.8,-1.1,10.0,-2.6,-1.5,3.4,0.0,0.0,-1.4,3.8
O=C(O)c1cc2cc(S(=O)(=O)O)ccc2cc1O,-186.6,4.7,2.1,-4.5,-1.4,-7.2,2.6,11.9,2.4,-147.6
COc1ccc(C(=O)NNC(=O)CSc2nnc(COc3ccccc3OC)n2C)cc1,2.0,-8.1,3.0,-7.6,0.7,0.5,0.2,-5.3,-2.3,-0.4
Oc1ccc(Nc2nc(-c3ccc(O)cc3)cs2)cc1,-10.2,7.8,8.0,-5.1,-6.9,-4.3,-0.9,-6.3,-4.3,-10.5
O=C(NC1CCCC1)C(c1cccnc1)N(Cc1ccc(F)cc1)C(=O)c1csnn1 (configuration not stated),-5.2,1.7,-5.2,-3.9,1.1,1.2,0.2,-7.1,-0.3,3.2
CC(C)CC(CO)N1CCN(C(=O)c2ccccc2)CCC1=O (configuration not stated),0.3,9.9,7.2,-5.6,-5.3,-2.5,0.1,-0.7,5.0,-3.2
O=C(Cc1cc(=O)[nH]c(=O)[nH]1)NCc1ccc(Cl)cc1,-2.5,-3.6,1.9,-1.5,-2.7,-6.1,0.6,-15.6,0.7,-3.1
COc1cccc(CNC(=O)CCSCc2ccccc2F)c1,-4.1,1.5,0.5,2.1,2.9,-3.4,0.4,6.0,-2.4,-0.2

# Assay outcomes (PubChem BioAssay)
